# NTR1 agonist: agonists of NTR1, primary screen, imaging, U2OS cells, beta-arrestin-GFP, high content (AID 493036); activation, % at 20 µM; NTR1-U2OS beta-arrestin-GFP spot imaging, agonist mode; 0.17% of 330,000 active;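 active means activation at or above 40% of the spot to cytoplasm intensity ratio, with at least 20 cells analyzed; inconclusive means wells under 20 cells, flagged as cytotoxic or low count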;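 further: 0% = DMSO without peptide and 100% = 100 nM NTR1 peptide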
# Target sequence (P30989 whole entry, looked up): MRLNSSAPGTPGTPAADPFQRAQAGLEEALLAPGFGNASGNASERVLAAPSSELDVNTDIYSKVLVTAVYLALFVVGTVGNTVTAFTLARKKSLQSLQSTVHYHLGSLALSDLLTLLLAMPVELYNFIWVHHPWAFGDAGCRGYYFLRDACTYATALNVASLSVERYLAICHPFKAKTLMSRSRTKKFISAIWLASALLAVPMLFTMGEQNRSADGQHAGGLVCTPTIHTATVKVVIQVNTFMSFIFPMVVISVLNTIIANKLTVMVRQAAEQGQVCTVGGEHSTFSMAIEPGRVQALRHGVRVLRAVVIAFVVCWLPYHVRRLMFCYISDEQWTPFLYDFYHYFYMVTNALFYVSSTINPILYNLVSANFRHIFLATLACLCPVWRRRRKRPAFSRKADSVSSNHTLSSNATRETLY
# K1F lysis inhibition: inhibition of K1F phage lysis, E. coli UTI89, bacterial capsule biogenesis inhibitors, alamar blue (AID 488966); E. coli UTI89 K1F phage lysis, alamar blue, 2 h; higher % means a stronger effect; inhibition, % at 100 µM; hits with a dose series show IC50 in µM; 0.02% of 340,000 active;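 active means phage lysis inhibition, versus mean bacterial control, above a set limit; inconclusive means no clear call, values can overlap the other calls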;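 further: capsule biogenesis inhibitors block K1F phage lysis so surviving cells raise fluorescence; higher fluorescence means more inhibition of phage lysis; actives were called in the ten point dose series up to 300 µM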
# PhoP inhibition: inhibitors of PhoP regulon expression, primary screen, Salmonella Typhimurium, GFP reporter (AID 1863); 0.16% of 300,000 active; inhibition, % at 50 µM; hits with a dose series show IC50 in µM; S. Typhimurium PhoP-regulated promoter GFP reporter, 4 h; higher % means a stronger effect;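 active means inhibition over 29.93%, a cutoff 3 SD above the screen mean, later confirmed by dose response; inconclusive means inhibition over 29.93% but no dose response follow-up; inactive means inhibition at most 29.93% or unconfirmed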;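 further: 0% = low Mg2+ inducing control and 100% = high Mg2+ repressing control; strong numbers were not always called active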
# RSV antiviral HEp-2: RSV antiviral activity via CPE protection, HEp-2 cells, primary 10 µM value included (AID 2391). HEp-2 cells, RSV-induced CPE inhibition; higher % means a stronger effect. CPE inhibition, % at 10 µM; hits with a dose series show IC50 in µM. 0.13% of 310,000 active; in the data active means a potency from the dose series; inconclusive means CPE inhibition mostly from about 23% at the one dose, without a potency; inactive means the rest, 99 in 100 with CPE inhibition below about 21%; further: strong numbers were not always called active
# Rac1 GTP hydrolysis: MgcRacGAP GTPase-activating activity inhibitors, confirmation, biochemical, ADP Hunter fluorescence; Rac GTPase-activating protein 1 (Homo sapiens); inhibition, % at 30 µM, or IC50 in µM where a hit was titrated; MgcRacGAP-stimulated Rac1 GTP hydrolysis, ADP Hunter fluorescence; higher % means a stronger effect; GST-tagged Rac1 F28L mutant substrate; 0.6% of 340,000 active;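 active means first-screen hits whose inhibition reached a set limit at any dose in the follow-up dose series; inconclusive means inhibition above the set first-screen limit but never retested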;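 further: fluorescence reports GDP produced by GAP-driven GTP hydrolysis; strong numbers were not always called active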
# T cell HTS: modulators of CD8 T cell-vesicle binding, primary screen, mouse 2C CD8+ T cells, flow cytometry; 2C CD8+ T cell-vesicle binding; stronger effect = lower value; 0.068% of 330,000 active; calls only at 7 µM;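 active means response, share of CD8 T cells binding vesicles, and their 90th percentile fluorescence all below set limits, cut at about 80% in these data, passing the limit was not always enough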
#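 Also added: QL9-peptide-loaded Drosophila micro-vesicles bearing Ld, ICAM-1 and B7-1; Test system: purified 2C TCR transgenic mouse naive CD8+ T cells; Measured by: cytometric PE anti-B7-1 and Alexa647 anti-CD8 signals after 1% paraformaldehyde fixation; Timing: binding step 1.5 h, 37 °C, antibody labelling 20 min, ice.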
# Myeloid diff 2: induction of myeloid progenitor differentiation, primary screen, cell-based, flow cytometry, MLPCN library; ER-HoxA9 myeloid progenitors, lysozyme-GFP differentiation; calls only at 10 µM; 1% of 360,000 active; AID 624256, 2012;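 active means normalized GFP-positive differentiation at or above the plate's own cutoff, the solvent-only control mean plus 3 SD; inconclusive means no clear call, values can overlap the other calls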;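 further: cells exposed to compound for four days before flow analysis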
# SV40 large T antigen: SV40 large T antigen inhibitors, biochemical (AID 1903); 0.39% of 310,000 active; one-dose inhibition, % at 20 µM; IC50 in µM for titrated hits; SV40 large T antigen ATPase/helicase inhibition assay; higher % means a stronger effect; in the data active means a potency from the dose series; inconclusive means inhibition mostly from about 32% at the one dose, without a potency; inactive means the rest, 99 in 100 with inhibition below about 32%; further: strong numbers were not always called active
# TNAP activation fold: human TNAP enzyme activators, primary screen, biochemical, luminescent, no phosphate acceptor, uHTS (AID 1001); Alkaline phosphatase, tissue-nonspecific isozyme (Homo sapiens); purified TNAP, luminescent activation assay, no phosphate acceptor; higher activation fold means a stronger effect; one-dose activation fold at 20 µM; EC50 in µM for titrated hits; 0.03% of 200,000 active; in the data active means activation fold from about 3, or a potency from the dose series; inactive means the rest, 99 in 100 with activation fold below about 1.6; further: many of its hits are not listed in these tables
# T cell HTS vesicle-bound %: also measured in T cell HTS; calls as there; double positive events, %; measured here: CD8+ vesicle-bound cell fraction;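 binding gate set so that unloaded-vesicle control wells show 10% double positive cells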
# NTR1 agonist cell count 20 µM: second read-out of NTR1 agonist, no call of its own (marks repeat the call); cell count; measured here: cell count, cytotoxicity flag
# Myeloid diff 2 GFP+ MAC1+ %: also measured in Myeloid diff 2; calls as there; GFP+ MAC1+ double positive, %; measured here: differentiation confirmed by MAC1 staining
# The depositor's hits bear a star; i = inactive; ? = inconclusive; · = not tested or not shown; + = active, no number; [ ] = another dose, or the depositor's remark.
SMILES,NTR1 agonist,NTR1 agonist cell count 20 µM,K1F lysis inhibition,PhoP inhibition,RSV antiviral HEp-2,Rac1 GTP hydrolysis,T cell HTS,T cell HTS vesicle-bound %,Myeloid diff 2,Myeloid diff 2 GFP+ MAC1+ %,SV40 large T antigen,TNAP activation fold
O=C1[C@@H]2Cc3c([nH]c4ccccc34)C(c3ccc([N+](=O)[O-])cc3)N2C(=O)CN1C1CC1 (stereo not given in full),-1.3,74,-1.1%[50 µM],10%,1.0%,9%,i,33,?,·,11%,·
O=C(NCCOc1ccccc1Cl)c1ccc2c(c1)S(=O)(=O)c1cc(Cl)ccc1C2=O,13,48,1.5%,·,·,5%,i,28,i,1.4,·,·
Cc1ccc(CNC(=O)c2cc(=O)c3ccccc3o2)cc1,2.7,44,0.1%,9%,5.6%,3%,i,40,i,0.8,-1%,·
O=C(Cc1ccccc1)Nc1nc(-c2cccc([N+](=O)[O-])c2)cs1,0.0,54,-7.7%,-1%,1.9%,-2%,i,48,i,0.6,2%,1.1
CCOC(=O)CCCCC(=O)c1[nH]c(=O)[nH]c1Cn1cnc2ccccc21,-0.9,57,0.2%,1%,0.4%,8%,i,67,i,3.6,11%,1.1
O=C(O)CC/C(=N\NC(=O)CNC(=O)c1ccc(F)cc1)c1ccccc1,-0.3,53,0.3%,2%,1.2%,10%,i,37,i,0.8,4%,·
COc1ccc(Cl)cc1Nc1cc(C)nc2ccccc12,0.7,51,·,·,7.1%,·,i,20,i,0.8,9%,·
CCOc1ccc(Nc2nc(N)nc(CSC(=S)N3CCN(c4ccccc4)CC3)n2)cc1,2.4,37,0.5%,-8%,9.6%,9%,i,29,i,0.2,4%,·
Cc1ccc(S(=O)(=O)N2[C@@H](c3ccc(C(C)(C)C)cc3)C(C(=O)O)=CC[C@H]2c2ccc(Cl)cc2)cc1,13,62,0.2%,·,·,3%,i,15,i,0.3,·,·
Cc1nn(CCCC(=O)N2CCc3ccccc3C2)c(=O)c2cc3sccc3n12,11,64,1.6%,-9%,3.0%,9%,i,11,i,1.9,30%,0.9
COc1cccc(CN(C)Cc2cc(=O)oc3c(C)c(C)ccc23)c1,·,·,0.2%[50 µM],-10%,20%,2%,i,16,i,0.4,3%,·
CCN1CCN(CCCNC(=O)C2CCCN(c3nc4c(C)cc(C)cc4s3)C2)CC1 (stereo not given),1.7,46,0.9%,·,-1.4%,6%,i,59,i,6.6,5%,·
COc1ccc(-c2nc(CS(=O)CC(=O)NCCN3CCCCCC3)c(C)o2)cc1OC (stereo not given),-1.4,46,0.2%,-4%,-2.1%,5%,i,21,?,·,-5%,·
CNC(=O)N(O)C1N(/N=C/c2ccc(SC)cc2)C(=S)SC1(C)C (stereo not given),2.7,70,0.3%,-2%,2.3%,·,i,24,i,0.7,25%,·
CCOc1ccc2oc(C(=O)Nc3ccc(N4CCOCC4)cc3)c(C)c2c1,1.2,46,0.7%,1%,1.3%,2%,i,46,i,1.6,3%,1.1
COc1ccc(OC)c(/C=C/c2[nH]c(=O)[nH]c(=O)c2[N+](=O)[O-])c1,-0.8,77,-0.1%,·,·,20%,·,·,i,0.9,·,·
Cc1ccccc1CSc1nc2ccccc2c(=O)n1C,1.9,64,0.3%[50 µM],·,2.0%,4%,i,42,i,0.4,·,·
CN(C)c1ccc(C(=O)OCC(=O)c2ccc[nH]2)cc1,1.1,57,-4.7%,·,·,2%,i,50,i,1.7,·,·
COc1ccc(-n2nc([N+](=O)[O-])c(=NCCc3ccc(OC)c(OC)c3)n2O)cc1,0.9,70,3.2%[50 µM],-18%,1.9%,9%,i,7,i,0.0,18%,1.1
CCn1cnc2cc(NC(=O)c3cccs3)ccc21,-1.4,45,0.2%,1%,2.3%,4%,i,33,i,0.5,22%,0.9
O=C(NCc1cccnc1)/C(=C\c1ccc(-c2cccc(Cl)c2)o1)S(=O)(=O)c1ccccc1,·,·,-0.1%,-1%,-1.6%,8%,i,44,?,·,54%,1
S=c1[nH]nc(-c2cccc(Br)c2)o1,-2.8,84,0.1%,-10%,2.6%,5%,i,23,i,0.3,9%,1.2
CCOC(=O)c1c(S(=O)(=O)NCC(=O)Nc2ccc(F)cc2F)c(C)n(C)c1C,0.3,48,0.2%,-7%,4.6%,-6%,i,55,i,6.5,-5%,·
O=C(Cn1nnc(-c2ccccc2-n2cnnn2)n1)NCc1ccccc1,2.6,51,4.0%,5%,3.1%,5%,i,33,i,2.3,-1%,1
N#CCCN(C(=S)Nc1ccc(S(=O)(=O)N2CCOCC2)cc1)c1ccccc1F,1.0,51,0.8%[50 µM],·,·,8%,·,·,i,0.3,·,·
Cc1ccc2nc(SCC(=O)Nc3cc(C(F)(F)F)ccc3N3CCOCC3)[nH]c2c1,7.9,38,-0.2%,10%,0.7%,14%,i,59,?,·,-5%,1.1
CCN(CC)C(=O)Cn1cc(C(=O)C(=O)NCCCN2CCCCC2)c2ccccc21,0.0,52,1.8%[50 µM],2%,0.2%,11%,i,10,i,0.4,24%,·
O=C(COc1ccc(S(=O)(=O)N2CCCCC2)cc1Cl)N1CCCC1,-0.6,47,-0.1%,-3%,1.6%,-3%,i,7,+,11*,9%,·
CN(C)C(CNC(=O)c1cccc(OC(F)F)c1)c1ccco1 (stereo not given),-0.2,50,6.1%,5%,1.4%,10%,i,48,i,0.5,7%,1
COc1ccc(S(=O)(=O)N(C(C)=O)c2ccc(OC(C)=O)c3ccccc23)cc1[N+](=O)[O-],1.4,80,0.1%,-1%,8.7%,5%,i,52,i,0.6,13%,1
CC(=O)c1cccc(NS(=O)(=O)c2ccc(NC(=O)N3CCCCC3)cc2)c1,1.2,63,-0.1%,-1%,0.8%,6%,i,39,i,2.8,17%,·
COc1ccc(-c2noc(CCC(=O)NCC3CCN(Cc4cccc(C)c4)CC3)n2)cc1,-0.4,38,-0.2%,-1%,?,-7%,i,43,i,2.8,11%,1.1
Cc1cc(C(=O)OCC(=O)c2ccccc2)c2ccccc2n1,1.9,50,0.2%,7%,0.7%,3%,i,18,i,0.5,5%,·
CCCCn1c(N)c(N(CC(C)C)C(=O)c2cc(-c3ccco3)nc3ccccc23)c(=O)[nH]c1=O,0.7,64,-0.5%[50 µM],0%,-2.2%,8%,i,38,i,1.0,22%,·
COc1ccc2cc(CN(CC3CCCO3)C(=O)Nc3ccccc3OC)c(=O)[nH]c2c1 (stereo not given),3.9,40,-1.2%,0%,-2.4%,10%,i,3,·,·,11%,1
O=C(CCc1nc(-c2ccccc2)no1)NC1CCCCCC1,0.1,60,0.6%[50 µM],·,4.2%,6%,i,40,i,0.4,·,·
CC(C)c1ccc(NC(=O)[C@@H](NC(=O)N2CC(=O)Nc3ccccc32)C(C)C)cc1,5.8,52,0.3%,-8%,-0.5%,11%,i,49,i,3.3,12%,·
COc1cccc(NC(=S)N2CCN(C/C=C/c3ccccc3)CC2)c1,1.6,69,-0.8%,6%,11%,-1%,i,27,i,3.3,-3%,1
Nc1ncnc(Nc2ccccc2C(F)(F)F)n1,0.8,64,-0.1%,2%,-0.1%,-2%,i,49,i,0.5,-3%,1.1
Cc1cc(CN(C)C(=O)c2ccc(OC3CCN(CCc4ccccc4)CC3)cc2)on1,-0.7,51,0.5%,8%,-0.4%,6%,i,68,i,4.5,2%,·
CCOC(=O)Cc1csc(NC(=O)CN2CCN(c3ccccc3)CC2)n1,-0.3,67,-0.1%,-1%,-0.5%,17%,i,9,i,0.5,5%,·
O=CNc1ccc(OC(=O)c2cncc(Br)c2)cc1,0.6,56,0.9%,-2%,3.0%,?,i,38,i,0.4,34%,·
COc1ccc(CNS(=O)(=O)c2ccc3c(c2)C(C)(C)C(=O)N3C)cc1,-0.2,56,0.4%,-8%,1.8%,7%,i,41,i,2.4,8%,·
Cc1cc(N2CCOCC2)ccc1/C=C\[N+](=O)[O-],40*,90*,-0.1%,6%,16%,19%,i,55,i,2.0,32%,0.7
O=C(c1ccco1)N(Cc1cccc(F)c1)C1CCS(=O)(=O)C1 (stereo not given),-1.0,52,0.6%,-12%,0.6%,9%,i,5,i,1.0,10%,·
Cc1ccc(N(C)S(=O)(=O)c2cccc(C(=O)NCCCN3CCCC3=O)c2)cc1,0.8,55,0.4%[50 µM],·,0.0%,2%,i,37,i,0.6,·,·
N#CCC(=O)Nc1ccc(C(=O)OCC(=O)c2ccc3c(c2)OCCO3)cc1,0.6,62,0.2%,-11%,3.6%,-1%,i,29,i,1.0,-3%,1.1
O=C(NCc1ccco1)C1CCN(c2ccc(S(=O)(=O)N3CCOCC3)cc2[N+](=O)[O-])CC1,-1.6,43,-0.2%,-9%,3.1%,4%,i,23,i,0.6,7%,1
Cc1cc(=O)n2[nH]c(C)c(-c3ccccc3)c2n1,-0.3,56,0.2%,-10%,1.2%,4%,i,26,i,1.1,2%,1.1
CC(=O)Nc1ccc(NC(=O)CC(C)n2ccnc2)cc1 (stereo not given),0.1,96,0.2%,4%,0.8%,7%,i,32,·,·,12%,·
CC(=O)c1ccc(OCC(O)CN(C)Cc2cccs2)cc1 (stereo not given),-1.1,67,-1.0%,18%,0.1%,18%,i,38,i,1.1,8%,1.1
Cc1ccc(NC(NC(=O)c2cccs2)C(Cl)(Cl)Cl)cc1C (stereo not given),7.3,52,2.2%,17%,2.7%,4%,i,52,i,0.9,0%,1
